AmpC detergent = AmpC beta-lactamase inhibition with detergent present | Potency, µM (series often up to 114 µM), for inactives: at the top dose activity change, negative = inhibition, actives largely listed as inhibitors | P00811 | AmpC hydrolysis of nitrocefin, absorbance 480 nm, 0.01% Triton | AID 485294 | actives 0.041% (n = 370,000);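 also: potency is read from the fitted curve at half-maximal effect; 0% = no-compound wells and -100% = no-enzyme wells; nearly all actives have a fitted effect of over 25% in size; some results filed as inactive show a strong effect at the top dose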
Target sequence (P00811 whole entry, looked up): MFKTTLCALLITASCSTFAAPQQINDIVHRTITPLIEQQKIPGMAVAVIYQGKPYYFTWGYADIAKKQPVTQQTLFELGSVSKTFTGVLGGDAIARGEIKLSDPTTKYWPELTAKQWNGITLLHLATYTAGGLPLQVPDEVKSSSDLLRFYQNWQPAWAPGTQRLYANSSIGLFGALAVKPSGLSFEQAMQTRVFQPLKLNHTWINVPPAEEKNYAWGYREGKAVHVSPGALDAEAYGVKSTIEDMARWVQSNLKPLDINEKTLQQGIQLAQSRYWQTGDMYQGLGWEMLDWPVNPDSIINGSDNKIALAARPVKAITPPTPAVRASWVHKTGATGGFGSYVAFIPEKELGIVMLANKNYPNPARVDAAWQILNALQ
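20 mM phosphate pH 7.0 + 0.01% (detergent screen) or 0.0001% Triton X-100; 5.3 nM AmpC reagent; cpd preinc 15 min RT; nitrocefin (800 uM stock) to start; A480 q20 s × 4 min; Activity was normalised to no-enzyme and no-compound control wells.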
FBPA Giardia inh = inhibitors of Giardia lamblia fructose-1,6-bisphosphate aldolase | A8B2U2 | purified Giardia FBPA | Potency, µM (doses to about 59.6 µM), for inactives: at the highest dose activity, negative = inhibition, most hits filed as inhibitors | actives 0.71% (n = 290,000) | AID 2451; also: potency is read from the fitted curve at half-maximal effect; nearly all actives have a fitted effect of over 55% in size
Target sequence (A8B2U2 whole entry, looked up): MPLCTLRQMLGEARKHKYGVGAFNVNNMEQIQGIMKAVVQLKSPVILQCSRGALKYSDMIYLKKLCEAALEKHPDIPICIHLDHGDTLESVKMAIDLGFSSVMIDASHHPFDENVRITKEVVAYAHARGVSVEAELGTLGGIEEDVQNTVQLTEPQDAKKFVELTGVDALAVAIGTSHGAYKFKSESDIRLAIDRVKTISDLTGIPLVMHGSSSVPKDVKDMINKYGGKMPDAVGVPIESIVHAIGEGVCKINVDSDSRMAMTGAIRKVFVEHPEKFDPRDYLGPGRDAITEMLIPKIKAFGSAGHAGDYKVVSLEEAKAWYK
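Giardia FBPA (40 nM reagent) was preincubated 10 min at RT with compound (up to 57.5 uM final), then substrate plus GAPDH/TPI/NAD/arsenate coupling system with diaphorase/resazurin was added; resorufin fluorescence (525/598 nm) was read after 20 min.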
HCMV antiviral = blocks human cytomegalovirus replication | HFF cells, HCMV-luciferase reporter, 72 h; stronger effect = lower value | activity change, negative = inhibition, % at 57.5 µM | actives 4.5% (n = 410,000); in the data active = activity change below about -60%; inconclusive = no clear call, values can overlap the other calls; inactive = above about -39%
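Two compound doses tested in HFFs infected with HCMV-luciferase, MOI 1 PFU/cell, 72 h at 37C. Lysate luminescence read with OneGlo; data normalized against buffer-only and 10uM Salinomycin inhibitor controls.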
Sm TGR inh = blocks Schistosoma mansoni thioredoxin glutathione reductase. Q962Y6. purified TGR, DTNB reduction, TNB absorbance 405 nm. Potency, µM (doses to about 114 µM), without a hit: at the highest dose activity change, negative = inhibition, actives largely listed as inhibitors. actives 3% (n = 360,000). AID 485364; also: potency is read from the fitted curve at half-maximal effect; nearly all actives have a fitted effect of over 60% in size
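TGR 20 nM + NADPH 100 uM (dispensed conc.), cpd preinc 15 min RT; start with NADPH (500 uM addition) then DTNB (15 mM addition). Kinetic TNB absorbance, 405 nm filter. Four-parameter Hill fit across titration.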
HCV inhibitor = blocks hepatitis C virus; AID 651820; Huh7.5.1 HCVcc-Cre infection, luciferase reporter, 44 h; actives 3.4% (n = 340,000); Potency, µM (top dose mostly 41.8 µM), for the others: at the highest dose activity change, negative = inhibition, most hits filed as inhibitors; also: potency is read from the fitted curve at half-maximal effect
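1,000 cells/well; 4 h culture; + compound; + HCVcc-Cre (~0.5 moi); 44 h; luciferase substrate, RT 15 min; read 15 sec.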
AmpC no deterg = inhibitors of E. coli AmpC beta-lactamase without detergent | P00811 | actives 0.52% (n = 330,000) | AID 485341 | Potency, µM (series often up to 57.1 µM), for the others: top-dose activity change, negative = inhibition, most hits filed as inhibitors | AmpC nitrocefin hydrolysis, absorbance 480 nm, 0.0001% Triton;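 also: potency is read from the fitted curve at half-maximal effect; plate controls were no compound for no effect and no enzyme for full effect; nearly all actives have a fitted effect of over 20% in size; some results filed as inactive show a strong effect at the top dose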
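AmpC (5.3 nM in the dispensed reagent) in 20 mM phosphate pH 7.0 with 0.01% (detergent screen) or 0.0001% Triton X-100 was preincubated with compounds for 15 min at room temperature. Nitrocefin was then added from an 800 uM solution, and hydrolysis was followed at 480 nm.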
Active calls of the source: *; ? = inconclusive; nt = no result given; [ ] = remark or other dose. Unless noted, calls follow the shape of the dose curve; as a rule, active = well fitted curve in the direction sought with a large enough effect; inconclusive = small, poorly fitted or top-dose-only effect, or another doubt; inactive = no such curve, though single readings can be large; an effect the other way counts as inactive or inconclusive. Unless noted, % is scaled to controls: 0 for no effect and ±100 for the full control effect.

Results follow in this order: AmpC detergent, AmpC no deterg, HCMV antiviral, FBPA Giardia inh, Sm TGR inh, HCV inhibitor
Cc1ccc(NC(=O)CSc2nc3ccc(NC(=O)COc4ccc(C)cc4)cc3s2)cc1
    18%, nt, -19, nt, 4%, nt
Cc1oc(-c2ccccc2F)nc1CSCC(=O)NCCc1ccccc1
    -8%, nt, -6, nt, -24%, nt
CC(C)Cc1ccc(C(C)NC(=O)c2ccc(=O)[nH]c2)cc1 (stereo unspecified)
    -2%, 11%, ?, 10%, -5%, -23%
CCC(NS(=O)(=O)c1ccc(C)cc1)C(=O)Nc1ccc(NC(C)=O)cc1 (stereo unspecified)
    -1%, -15%, 16, -1%, -7%, 0%
CC(C)(C)[C@H]1CCC(=O)N([C@H](CC#N)Cc2ccccc2)CC1
    ?, 66%[activator], 46, -13%, -2%, -1%
COc1ccc(-c2c([C@H]3[C@H]4C=CC[C@@H](C)[C@@H]4C(=O)N3Cc3ccccc3)ccc3ccccc23)cc1
    -4%, -7%, ?, 2%, -9%, 7.1µM*
COc1ccc2cc(S(=O)(=O)Nc3ccccn3)ccc2c1
    5%, -23%, -4, -9%, 3%, 4%
CCOc1ccc(CN2CCN(c3cc(C)nc4c5c(C)cc(C)nc5nn34)CC2)cc1
    -8%, 0%, nt, 5%, -4%, -15%
CCCCNC(=O)COC(=O)CNC(=O)c1cc(Cl)cc([N+](=O)[O-])c1
    -11%, -2%, -29, 2%, -7%, 7%
COC(=O)C1CCN(C(=O)Cn2nnc(-c3ccccc3)n2)CC1
    5%, 0%, -4, 9%, 4%, 11%
Cn1c(Cc2nc(-c3cnccn3)no2)nnc1SCC(=O)Nc1ccccc1
    -3%, 34%, -19, -16%, 14%, 9%
O=C(N/C(=C\c1ccco1)C(=O)N1CCCCC1)c1ccc([N+](=O)[O-])cc1
    nt, -24%, -17, nt, nt, 28%
Cc1cc(NC(=O)c2cc(-c3ccco3)on2)no1
    2%, -10%, 9, -4%, 0%, 13%
C=CCOc1c2ccc(C(=O)NCc3ccccc3OC)cc2nn1C
    ?, -20%, 9, 1%, -12%, -12%[8.37 µM]
COc1ccc(-n2nc(C(=O)NCCc3ccc(OC)c(OC)c3)c3c4ccccc4n(C)c3c2=O)cc1Cl
    2%, nt, 10, nt, 13%, nt
COc1cccc(C2/C(=C(\O)c3ccc4c(c3)OCCO4)C(=O)C(=O)N2c2nnc(C)s2)c1 (stereo unspecified)
    -11%, -14%, -32, nt, 0%, 6%
COc1ccccc1NC(=O)c1ccc(S(=O)(=O)N(C)c2ccccc2)cc1
    -3%, -13%, ?, nt, 5%, -8%
O=C(C1=C(O)C(=O)N(CCN2CCOCC2)C1c1ccc(F)cc1)c1cccs1 (stereo unspecified)
    -6%, -10%, ?, -20%, -23%, 19%
Cc1cc(=O)oc2cc(OCC(=O)NCCN3CCOCC3)ccc12
    2%, -8%, 76, nt, 2%, -1%
Cc1ccccc1CSc1nnc2[nH]c(=O)cc(C)n12
    0%, nt, ?, nt, 6%, nt
O=C(NC1CC(=O)N(c2ccc(Cl)cc2)C1)c1ccc(S(=O)(=O)N2CCOCC2)cc1 (stereo unspecified)
    2%, nt, 0, nt, 12%, nt
COc1ccc(Cn2ccnc2SCC(=O)Nc2nc3ccccc3s2)cc1
    -1%, nt, 2, nt, -1%, nt
COc1ccc(NC(=O)CSc2nnc(-c3cccs3)n2-c2ccccc2)cc1
    -12%, -23%, -3, 2%, -28%, -19%
C=CCSc1nnc(N2C(=O)C(O)=C(C(=O)c3ccco3)C2c2ccc(F)cc2)s1 (stereo unspecified)
    -11%, -49%, -6, nt, 14µM*, 3%
Cc1csc(NC(=O)CSc2nnc(-c3ccc(S(=O)(=O)N4CCCC4)cc3)o2)n1
    ?, -6%, -19, 0%, -42%, -5%
CC(c1ccco1)N(C(=O)c1ccccc1NS(=O)(=O)c1ccc(Cl)c([N+](=O)[O-])c1)c1ccccn1 (stereo unspecified)
    -6%, -47%, -21, 3%, ?, ?
Cc1cccc2cc(C3CC(c4ccco4)=NN3C(=O)CCC(=O)O)c(Cl)nc12 (stereo unspecified)
    ?, -20%, -25, 14%, 0%, 7%
Cn1c(N)c(C(=O)COC(=O)COc2cc(Cl)c(Cl)cc2Cl)c(=O)n(C)c1=O
    nt, -12%, -4, nt, nt, 7%
O=C(C[C@@H]1C/C=C\C[C@H](Cc2ccc(F)cc2)C(=O)OC[C@@H]2CCCN2C1=O)N[C@H](CO)Cc1ccccc1
    nt, 206%[activator], 7, nt, nt, ?
CCOC(=O)CSc1nnc(CNc2ccccc2Cl)n1-c1ccccc1
    ?, 54%, 2, 2%, -30%, 11%
O=C(CN1CCN(S(=O)(=O)c2ccc(F)c(Cl)c2)CC1)N1CCc2ccccc21
    ?, -4%, 1, nt, -8%, ?
O=c1[nH]c2ccccc2nc1/C=C/c1ccc(F)cc1
    4%, -22%, 80, -7%, -23%, ?
COc1ccc(C(=O)Nc2ccc3nc(SCC(=O)N4CCOCC4)sc3c2)cc1
    0%, nt, 30, nt, 0%, nt
COc1cc(/C=C/C(=O)OCC(=O)NC(=O)NC(C)(C)C)cc(OC)c1OC
    ?, -9%[11.4 µM], 25, -12%, -9%, -26%
Cc1ccccc1Nc1nc(N)nc(COC(=O)c2cccn2C)n1
    -19%, -8%, 21, 1%, 0%[11.4 µM], ?
Cc1ccc(N2C(N)=C(C#N)C3(C(=O)N(C)c4ccccc43)C3=C2CC(C)(C)CC3=O)cc1Cl (stereo unspecified)
    0%, 147%[activator], 35, -1%, -17%, -13%
O=C(Cc1csc(Nc2nc(=S)[nH]c3ccccc23)n1)NCCCN1CCN(c2ccccc2F)CC1
    0%, 2%, -98*, 3%, -7%, 4µM*
Cc1cc(C)cc(NC(=O)C(Nc2ccccc2)c2ccccc2)c1 (stereo unspecified)
    -4%, -47%, -13, -10%, -3%, -4%
CC(=O)Nc1ccccc1OCC(=O)NCCC1=CCCCC1
    ?, -4%[11.4 µM], 68, 2%, 0%, -10%
CC(=O)OC1C=CC2[C@H]3Cc4ccc(O)c5c4[C@@]2(CCN3C)C1O5 (stereo partly specified)
    nt, -12%, -13, nt, nt, -4%

Structures shown so far containing a cyano group:
Results follow in this order: AmpC detergent, AmpC no deterg, HCMV antiviral, FBPA Giardia inh, Sm TGR inh, HCV inhibitor
CC(C)(C)[C@H]1CCC(=O)N([C@H](CC#N)Cc2ccccc2)CC1
    ?, 66%[activator], 46, -13%, -2%, -1%
Cc1ccc(N2C(N)=C(C#N)C3(C(=O)N(C)c4ccccc43)C3=C2CC(C)(C)CC3=O)cc1Cl (stereo unspecified)
    0%, 147%[activator], 35, -1%, -17%, -13%

The list continues:
Results follow in this order: AmpC detergent, AmpC no deterg, HCMV antiviral, FBPA Giardia inh, Sm TGR inh, HCV inhibitor
COCCNC(=O)CCCn1c(=O)c2cc(OC)c(OC)cc2n(CC(=O)c2cccc(OC)c2)c1=O
    0%, -1%, -26, -1%, ?, 22%
CCOc1ccc(-n2nc3ccc(NC(=O)c4cccc(F)c4)cc3n2)cc1
    1%, nt, 9, nt, 6%, nt
O=C1C=C(Nc2cccc3cccnc23)c2ccccc2C1=O
    5%, -39%, -75*, 1.6µM*, 32µM*, ?
CC[C@@]1(O)C(=O)OCc2c1cc1n(c2=O)Cc2cc3c(N)cccc3nc2-1
    1%, -19%, -99*, ?, ?, 27%
CCCCn1nc2cc(C(=O)NCc3ccc(OC(F)(F)F)cc3)ccc2c1OC
    2%, -8%, -1, 3%, 12%, ?
Cc1ccc(S(=O)(=O)NC2=C(N3CCN(Cc4ccccc4)CC3)C(=O)c3ccccc3C2=O)cc1
    -1%, -25%, -65*, ?, -1%, 2%
O=C(Nc1cccc2cccnc12)c1ccc(-c2cccc(Cl)c2)o1
    -1%, nt, 16, nt, -19%, nt
CC(C)Cc1nnc(NC(=O)CCC(=O)N2CCN(S(=O)(=O)c3ccccc3)CC2)s1
    ?, 67%[activator], 9, 4%, 6%, 5%
O=C(CNS(=O)(=O)c1ccccc1F)NNC(=O)c1ccc(Br)cc1
    -15%, -20%, -32, nt, -5%, 4%
Cc1nc2sc(C(=O)Nc3ccc(F)cc3)c(N)c2c(-c2ccc(Br)cc2)c1C(=O)Nc1ccc(Cl)cc1
    4%, nt, 28, nt, -2%, nt
Cc1ccc(/C(=N\S(=O)(=O)c2ccc(Br)cc2)Nc2ccccc2C)cc1
    -5%, -28%, -10, 13%, 6%, -28%
Cn1nnnc1SCCNCc1cccnc1
    ?, -12%, -3, 3%, -3%, 3%
O=C(CCN1C(=O)[C@H]2CC=CC[C@H]2C1=O)NCc1nc(-c2ccccc2)no1
    5%, 14%, ?, nt, 1%, 18%
COC(=O)[C@H](C)NC(=O)Nc1ccccc1C(F)(F)F
    -8%, -10%, 28, 4%, -2%, 28%
Cc1ccc(NC(=S)NCCc2ccccc2)c(C)c1
    2%, -24%, ?, 3%, 2%, ?
CC1(C)Cc2c(c(N3CCOCC3)nc3sc4c(NCC5CCCO5)nnnc4c23)CS1 (stereo unspecified)
    5%, 8%, 22, 20%, -9%, 3%
C=CCNC(=O)COc1ccc(S(=O)(=O)N2CCCC2)cc1
    6%, -1%, -6, 1%, nt, 9%
CCn1c(SCC(=O)NCC2CCCO2)nnc1-c1ccc(S(=O)(=O)N2CCN(C)CC2)cc1 (stereo unspecified)
    3%, 0%, -25, 0%, 0%, -9%
Cc1nonc1NC(=O)CSc1nc2c(C)cccc2cc1C#N
    -17%, -42%, -35, -5%, -8%, ?
COc1ccc2c(c1OC)C(=O)OC2c1c(O)n(C2CCCCC2)c(=O)[nH]c1=O (stereo unspecified)
    -7%, -18%, 15, 0%, -3%, -1%
COc1cc(C(=O)OCC(=O)c2cc(C)n(CC3CCCO3)c2C)cc(OC)c1C (stereo unspecified)
    -7%, 76%[activator], 16, nt, -17%, ?
C=CCn1cc(C(=O)OC)c(=O)c2cc(S(=O)(=O)N3CCC(C)CC3)ccc21
    -8%, -14%, 9, -3%, -27%, 3%
CCc1sc(C(=O)N2CCN(S(C)(=O)=O)CC2)cc1Br
    4%, ?, -27, -2%, 1%, -1%
COc1ccc(CN=Cc2[nH]c3ccc(Br)c(Cl)c3c2O)cc1
    0%, -36%, 40, ?, ?, 3%
CC(NC(=O)c1nn(C)c2c1CSc1ccccc1-2)c1ccccc1 (stereo unspecified)
    26%, nt, 37, nt, -5%, nt
Cn1c(=O)c2c(nc(N3CCOCC3)n2Cc2ccccc2)n(C)c1=O
    6%, nt, -5, nt, 9%, nt
CCOC(=O)c1nnn(CC(=O)Nc2cccc(Cl)c2C)c1C(=O)OCC
    1%, 6%, -13, -1%, 0%, 6%

From PubChem
